Screening results as filed in PubChem BioAssay.
BoNT A protease: blocks Botulinum neurotoxin A light chain protease; multiplex microsphere protease substrate cleavage, flow cytometry; inhibition, % at 10 µM; 360,000 compounds, 0.17% hits; AID 588499; note: plate controls were buffer without enzyme for full effect and enzyme alone for no effect
Anthrax LF inh2: blocks Bacillus anthracis lethal factor protease; P15917; multiplex microsphere protease cleavage assay, LF; inhibition, % at 10 µM; 360,000 compounds, 0.12% hits; note: plate controls were buffer without enzyme for full effect and enzyme alone for no effect
Target sequence (P15917 whole entry, looked up): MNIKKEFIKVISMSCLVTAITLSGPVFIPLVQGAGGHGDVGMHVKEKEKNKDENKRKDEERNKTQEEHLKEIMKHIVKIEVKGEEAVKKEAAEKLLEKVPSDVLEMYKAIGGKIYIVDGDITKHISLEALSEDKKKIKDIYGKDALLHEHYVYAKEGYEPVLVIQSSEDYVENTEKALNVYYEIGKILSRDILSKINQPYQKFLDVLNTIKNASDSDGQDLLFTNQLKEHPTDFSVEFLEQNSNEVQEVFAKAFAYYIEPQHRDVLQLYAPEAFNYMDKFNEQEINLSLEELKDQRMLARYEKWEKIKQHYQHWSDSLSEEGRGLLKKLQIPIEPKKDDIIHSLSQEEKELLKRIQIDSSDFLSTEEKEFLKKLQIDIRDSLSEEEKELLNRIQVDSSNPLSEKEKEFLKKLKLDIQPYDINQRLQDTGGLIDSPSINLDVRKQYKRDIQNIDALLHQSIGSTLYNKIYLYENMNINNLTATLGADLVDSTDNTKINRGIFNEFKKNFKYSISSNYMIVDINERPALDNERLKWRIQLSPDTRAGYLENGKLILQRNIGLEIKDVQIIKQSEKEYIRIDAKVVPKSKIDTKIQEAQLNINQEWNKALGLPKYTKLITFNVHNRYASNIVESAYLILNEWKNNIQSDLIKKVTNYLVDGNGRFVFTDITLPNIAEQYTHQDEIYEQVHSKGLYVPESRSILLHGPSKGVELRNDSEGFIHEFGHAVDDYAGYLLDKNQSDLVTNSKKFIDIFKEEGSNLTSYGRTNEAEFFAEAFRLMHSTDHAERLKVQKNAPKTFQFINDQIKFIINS
TcdB inh: inhibitors of Clostridioides difficile toxin B glycohydrolase | TcdB glycohydrolase enzymatic assay, plate reader | 350,000 compounds, 0.24% hits | AID 652162 | inhibition, % at 9.99 µM | P18177; in the data active = inhibition above about 10%
PriA SSB inh: K. pneumoniae PriA-SSBct interaction inhibition; AlphaScreen SSBct-PriA binding, biotinylated peptide; inhibition, % at 33 µM; 430,000 compounds, 0.6% hits; AID 1272365; in the data active = inhibition mostly above about 37%, no sharp cut-off; inactive = mostly below about 20%;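 note: plate controls were negative control peptide for no effect and reference peptide for full effect; strong numbers were not always called active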
3CLpro inhibitor: SARS-CoV 3CLpro protease inhibition; P0C6X7; recombinant SARS-CoV 3CLpro, quenched FRET peptide cleavage; inhibition, % at 6 µM; 290,000 compounds, 0.14% hits; in the data active = inhibition above about 12%
PrPC TRFRET: inhibitors of human cell surface prion protein PrPC; P04156; TR-FRET read-out; inhibition, % at 13.8 µM; 370,000 compounds, 0.43% hits; in the data active = inhibition above about 24%; note: 0% = median of the test wells and 100% = reference compound wells
PfHsp40 rescue: restores yeast growth despite PfHsp40 toxicity; S. cerevisiae expressing PfHsp40, growth rescue, ATP luminescence; growth rescue, % at 12.5 µM; 340,000 compounds, 0.68% hits; AID 504582; in the data active = growth rescue above about 28%, passing the limit was not always enough; inconclusive = no clear call, values can overlap the other calls;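 note: yeast W303a lacking pdr1 and pdr3 grown in galactose medium; growth measured after three days at 30 °C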
BH1578 lux ind: quorum light induction in luxS cqsA deficient V. cholerae; activation, % at 18.7 µM; V. cholerae BH1578 lux reporter, luminescence, 6 h; 350,000 compounds, 0.16% hits; in the data active = activation mostly above about 9.7%, no sharp cut-off; inconclusive = no clear call, values can overlap the other calls; inactive = mostly below about 3.7%; note: not every result past the cut was called active; inactives centre near 0; reference of the scale not given here
Yp Topo-I inh: Y. pestis Topo-I inhibition via cleavage products | Y. pestis Topo-I cleavage product accumulation, plate reader | AID 504884 | activity, % at 10 µM | 360,000 compounds, 0.064% hits; in the data active = activity above about 50%, passing the limit was not always enough; inconclusive = no clear call, values can overlap the other calls; note: inactives centre near 2
The depositor's hits bear a star; i = inactive; ? = inconclusive; / = no result given; & = joins results of further samples; ! = a repeat was not active. Cut-off read from the data, not from the text of the source, unless noted: active = inhibition above about 30%; inconclusive = no clear call, values can overlap the other calls; inactive = below that. These rows are one share of the data; the hit share may differ from the screen's.

structure,PfHsp40 rescue,PriA SSB inh,Yp Topo-I inh,Anthrax LF inh2,3CLpro inhibitor,BoNT A protease,PrPC TRFRET,TcdB inh,BH1578 lux ind
O=C(CC(c1ccccc1)c1ccccc1O)N1CCCC1 (stereo not given),-1.1,2,5,-3,-1,0.0,5,-0.6,/
COc1ccc(NC(=O)CN(C)C(=O)Cc2ccc3c(c2)OCCO3)cc1,-0.1,-2,-11,-4,/,-4.2,7,0.9,4.0
Cc1cccc2nc(-c3ccccc3)nc(N3CCC(O)(c4ccc(Cl)cc4)CC3)c12,2.7,-13,2,-4,0,-0.3,4,/,i
O=C(O)CCN(CC(=O)c1ccc(Cl)cc1)S(=O)(=O)c1ccc([N+](=O)[O-])cc1,-0.3,-3,-6,0,/,-0.2,-10,-2.7,i
COc1ccc(C(CNC(=O)C(C)Sc2ccccc2)N2CCOCC2)cc1 (stereo not given),0.3,-9,-10,-1,/,2.9,-5,0.0,-0.9
CCn1c(CNC(=O)c2cccs2)nnc1SCC(=O)Nc1cc(Cl)ccc1C,-0.3,-3,1,-2,1,?,7,/,i
O=C1c2cccc(OCC(=O)N3CCCc4ccccc43)c2CCN1Cc1ccc(Br)cc1,0.5,-7,15,-3,8,1.0,9,/,-0.3
COc1cc(CC(=O)NCCc2ccc(OCc3ccccc3)cc2)c([N+](=O)[O-])cc1OC,0.4,9,39,-2,5,0.0,0,/,-1.1
Cc1cc(C)nc(N2CCCC(C(=O)Nc3ccc4c(c3)OCCO4)C2)n1 (stereo not given),-0.7,-5,3,-2,-1,0.3,5,/,-1.0
COc1ccc(NC(=O)C2CCN(c3cnccn3)CC2)cc1OC,1.3,10,-7,-7,4,0.2,0,0.8,-1.4
COc1ccc(-n2nnnc2C(c2cccs2)N2CCN(C/C=C/c3ccccc3)CC2)cc1 (stereo not given),/,/,/,0,/,-0.5,-3,3.5,/
CCOC(=O)C(=CNc1nc(-c2ccc3ccccc3c2)cs1)C(=O)OCC,0.4,-8,22,1,5,-4.5,5,1.6,-11
CNc1snc(C)c1C(=O)OC(C)C(=O)Nc1ccc(F)cc1 (stereo not given),-1.2,-6,-10,/,/,/,-4,0.5,i
CCOCCCNC(=O)c1cc(Sc2nnc(C)s2)nc2ccccc12,-0.2,4,7,-3,3,0.5,-3,1.3,i
COCCNc1nc2cc(-c3cccc(Cl)c3)sc2c(=O)n1C,/,/,13,-11,/,-0.5,-7,1.6,-0.8

Complete entries, looked up by structure.
COc1ccc(C(CNC(=O)C(C)Sc2ccccc2)N2CCOCC2)cc1 (stereo not given) as listed: PfHsp40 rescue = 0.3; PriA SSB inh = -9; Yp Topo-I inh = -10; Anthrax LF inh2 = -1; 3CLpro inhibitor = /; BoNT A protease = 2.9; PrPC TRFRET = -5; TcdB inh = 0.0; BH1578 lux ind = -0.9
O=C(CC(c1ccccc1)c1ccccc1O)N1CCCC1 (stereo not given) as listed: PfHsp40 rescue = -1.1; PriA SSB inh = 2; Yp Topo-I inh = 5; Anthrax LF inh2 = -3; 3CLpro inhibitor = -1; BoNT A protease = 0.0; PrPC TRFRET = 5; TcdB inh = -0.6; BH1578 lux ind = /

Next section.
structure,PfHsp40 rescue,PriA SSB inh,Yp Topo-I inh,Anthrax LF inh2,3CLpro inhibitor,BoNT A protease,PrPC TRFRET,TcdB inh,BH1578 lux ind
CCCc1nn2c(=O)cc(CSCC(=O)Nc3ccc(F)cc3)nc2s1,-0.1,-2,-8,-3,3,-1.2,-1,-2.1,-0.4
CC1(C(=O)NCc2cccnc2)CCC(=O)N1Cc1cccs1 (stereo not given),-0.9,-13,-8,-2,4,-0.5,-1,0.1,-0.3
CSCCC1NC2(C(=O)Nc3ccc(Cl)cc32)[C@@H]2C(=O)N(C3CCCC3)C(=O)[C@H]12 (stereo not given in full),-0.1,2,/,/,1,/,1,/,-6.2
CN1CCN(C(=S)NC(=O)c2ccccc2Br)CC1,-0.1,7,11,2,0,-1.6,-2,-4.9,i
COc1ccc(C(=O)NCc2nnc(SCC(=O)NCc3ccco3)o2)cc1,-1.2,-7,-2,-2,-2,0.2,0,1.4,-0.5
COc1ccc(/C=N/n2c(-c3ccc(C)cc3)n[nH]c2=S)cc1OC,-0.2,/,6,-3,-2,?,-7,1.0,i
COc1ccc(CN(C(=O)c2oc3ccccc3c2C)C2CCS(=O)(=O)C2)cc1OC (stereo not given),-2.5,3&-7,27,1,2,0.4,-7,/,-0.4
COc1cccc(C(=O)CSc2nnc(COc3cccc4cccnc34)o2)c1,0.8,2,14,-4,1,0.2,-7,1.1,-0.2
CCC(=O)c1ccc(OCc2ccc(C#N)cc2)cc1,2.3,-12,9,-8,1,-1.8,5,0.7,-0.5
COc1cccc(N(C(=O)Cn2nnc(-c3cccs3)n2)C(C(=O)NC(C)C)c2ccc(C)o2)c1 (stereo not given),0.3,-14,13,-2,1,-0.1,-5,/,1.4
O=C1C=C(c2ccccc2)OC(c2ccccc2)O1 (stereo not given),1.9,1,11,-2,4,0.2,5,1.2,-2.2
O=C1CCCc2oc3c(cc(NS(=O)(=O)c4ccc5c6c(cccc46)C(=O)N5)c4ccccc43)c21,0.5,-10,19,-3,-1,0.9,-8,1.7,0.4
COc1ccc(CCN(Cc2cc3cc(C)c(C)cc3nc2Cl)C(=O)C2CC2)cc1,-1.5,-3,-4,0,-2,0.0,-4,/,-1.5
CCOC(=O)c1cncc(C#CCOC(=O)Nc2ccc(OC(F)(F)F)cc2)c1,2.3,0,7,-1,-3,0.0,0,1.1,1.7
Cc1ccc(NC(=S)NNc2ccc([N+](=O)[O-])cc2S(=O)(=O)Nc2ccccc2C(=O)O)cc1C,1.0,13,-21,0,12,-0.5,-8,/,0.1
COc1cc(NC(=O)CN(C)S(=O)(=O)c2ccc(C)cc2)cc(OC)c1,0.3,-4,1,-6,-5,-0.3,7,/,-6.2
CCN(CC)C(=O)c1cc(-c2ccccc2OC)on1,-1.2,5,5,-1,7,0.7,0,/,-0.6
CN(Cc1ccccc1)C(=O)c1cccc(NC(=O)Cc2cccc(NC(=O)C3CCN(C(=O)c4ccccc4)CC3)c2)c1,0.5,-10,28,4,/,-0.4,7,-1.8,i
COc1ccc(-c2nc(-c3ccccc3)nc(Cl)c2C#N)cc1,-0.6,-2,0,-4,-2,1.2,-3,/,-0.2
CC(C)(C)c1ccc(Cn2cnc(-c3ccc([N+](=O)[O-])cc3)c2)cc1,0.4,7,23,1,2,2.6,11,0.3,-0.5
COc1ccc(OC)c2[nH]c(=O)c(CCNC(=O)CC(C)C)cc12,-1.8,1,0,0,4,0.0,-1,/,i
COc1ccc(S(=O)(=O)NC(=O)C2(C)CCN2C(=O)Cc2cc(C)cc(C)c2)cc1OC (stereo not given),/,/,6,2,/,-0.6,4,-1.2,i
CCCCn1c(O)c(C(C)=NCC2CCCO2)c(=O)[nH]c1=O (stereo not given),-0.8,-10,-7,15,-1,1.8,15,/,/
Cc1cc(C)c2nc(N(CCCN(C)C)C(=O)c3ccc(S(=O)(=O)N4CCCCCC4)cc3)sc2c1,-0.2,36*!,4,-2,/,1.6,-18,-0.6,-2.3
CCCN(CCC)S(=O)(=O)c1ccc(C(=O)OCCN2C(=O)c3cccc4c(N5CCOCC5)ccc(c34)C2=O)cc1,-0.1,-24,5,37*,1,37*,/,/,-2.7
C=CCSc1nc2ccccc2c2nc(-c3ccccc3)nn12,-0.4,-10,-1,-1,-1,0.4,0,/,i
COc1ccc(-c2csc(NC(=O)c3c(C)noc3C)n2)cc1,1.3,2,5,-1,/,1.3,-2,-1.0,i
COc1cc2c(cc1OC)-c1cc(NC3CCCCC3)nc(=O)n1CC2,3.5,-7,1,-4,-1,-0.1,-9,/,i
O=C(NCCc1cccc(F)c1)C1CCN(S(=O)(=O)c2ccc(F)cc2)CC1,3.1,-8,3,-6,-5,-2.9,12,-0.5,-1.0
CC(=O)Nc1ccc(NC(=O)C(C)NC(C)c2cccc3ccccc23)cc1 (stereo not given),-0.9,-4,3,3,-7,1.9,6,1.3,-0.2
COc1ccc(CNC(=O)c2c(O)c3ccccc3n(C)c2=O)cc1OC,-0.1,-14,4,-2,-2,-0.3,6,/,i
CC(C)Nc1ncnc2c1ncn2[C@H]1CN(Cc2ccc(-c3ccccc3)cc2)C[C@@H](CO)O1,/,/,-4,-12,/,-0.7,-1,0.3,i
COC(=O)c1c(C(=O)OC)c(-c2cccc(C)c2)n2c1CS(=O)C2 (stereo not given),-0.9,4,4,-1,0,-1.2,-3,1.9,i
COc1ccc(N/N=C/c2c(C(=O)O)ccc3ccccc23)cc1,4.2,i,-5,-5,-1,4.5,3,1.1,-0.4
O=C(COc1ncnc2ccc(Br)cc12)NCc1ccco1,-1.3,-4,5,-8,1,-1.3,21,0.8,i
COc1cc(/C=N/NC(=O)c2cccnc2)ccc1OS(=O)(=O)c1cc(C)ccc1C,-1.3,/,24,-1,-4,0.0,16,1.2,-0.2
CCN(CC)CC(=O)N1N=C(c2cccs2)CC1c1ccco1 (stereo not given),0.4,-9&0,1,1,7,0.7,-6,/,i
NS(=O)(=O)c1ccc(CCNC(=O)C2(S(=O)(=O)c3ccc(Cl)cc3)CC2)cc1,-0.6,5,-8,-1,2,0.0,5,-0.9,i
CC(C)(C)n1ncc2c(=O)n(Cc3ccccc3Br)cnc21,3.5,-14,39,1,/,-0.3,-1,2.5,-2.1
Cc1ccccc1-c1ocnc1C(=O)Nc1ccccc1NC(=O)c1ccccn1,0.2,-3,13,-2,5,2.1,1,0.8,-0.2
CC(C)c1ccc(Nc2n[nH]c(=S)s2)cc1,/,/,/,-3,/,-0.2,-9,1.5,/

2 entries from above, with two lines to a compound:
Each structure is followed by: PfHsp40 rescue, PriA SSB inh, Yp Topo-I inh, Anthrax LF inh2, 3CLpro inhibitor, BoNT A protease, PrPC TRFRET, TcdB inh, BH1578 lux ind
COc1ccc(-c2nc(-c3ccccc3)nc(Cl)c2C#N)cc1
 : -0.6, -2, 0, -4, -2, 1.2, -3, /, -0.2
CC(C)(C)c1ccc(Cn2cnc(-c3ccc([N+](=O)[O-])cc3)c2)cc1
 : 0.4, 7, 23, 1, 2, 2.6, 11, 0.3, -0.5
